Pol iota inh – blocks human DNA polymerase iota activity. Q9UNA4. Pol iota fluorescent replication assay, 10 min. Potency, µM (highest dose often 115 µM), without a hit: at the top dose activity, negative = inhibition, usual class: inhibitors. actives 1% (n = 390,000); further: potency means the concentration at half of the fitted maximal effect
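Fluorescent replication assay read twice, at 0 min and 10 min after adding 50 nM (final) substrate. Enzyme (10 nM) and compounds were first incubated 15 min at room temperature; enzyme-free buffer wells were negative controls.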
Pol kappa inh – inhibitors of human DNA polymerase kappa | actives 0.53% (n = 400,000) | Potency, µM (titrated, usually from 107 µM), for inactives: at the top dose activity, negative = inhibition, hits mostly inhibitors | purified Pol kappa, fluorescent DNA synthesis assay, 10 min | Q9UBT6 | AID 588579; further: potency means the concentration at half of the fitted maximal effect; on the % scale 0 is the no-effect control and ±100 the full control effect
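Readout: fluorescence, taken kinetically at 0 and 10 min. Conditions: 10 nM Pol kappa, 15 min RT compound preincubation, 50 nM substrate final. Controls: enzyme-free buffer wells.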
ALOX12 inh – ALOX12 (human) lipoxygenase inhibition; P18054; AID 1671190; purified 12hLO, xylenol orange hydroperoxide absorbance; actives 1.1% (n = 580,000); Potency, µM (highest dose often 108 µM), without a hit: at the top dose activity change, negative = inhibition, most hits filed as inhibitors; further: potency means the concentration at half of the fitted maximal effect; on the % scale 0 is the no-effect control and ±100 the full control effect
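Purified human 12hLO (150 nM final) in 25 mM Hepes, 0.01% Triton X-100, pH 7.0 was preincubated 15 min at room temperature with compound. Then 40 uM arachidonic acid was added, 30 min. Hydroperoxide was read by Fe-XO absorbance ratio 573/405 nm.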
APEX1 inh – blocks human APE1 abasic DNA cleavage; P27695; recombinant APE1, TAMRA/BHQ-2 abasic DNA cleavage fluorescence; Potency, µM (series often up to 65.8 µM), inactives show at the top dose activity change, negative = inhibition, most hits filed as inhibitors; actives 0.35% (n = 350,000); AID 2517;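 further: potency means the concentration at half of the fitted maximal effect; plate controls were vehicle for no effect and reference inhibitor for full effect; nearly all actives have a fitted effect of over 55% in size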
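APE1 at 0.75 nM preincubated 15 min at room temperature with compound. Reaction then started with 50 nM double-stranded THF-abasic substrate labelled with TAMRA/BHQ-2, and 525/598 nm fluorescence read kinetically. Activity taken as third-minus-first read difference, normalized to DMSO and NSC13755 controls.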
Anesthetic bind – binds horse apoferritin like a general anesthetic. apoferritin/1-aminoanthracene competitive binding, fluorescence. P02791. actives 0.074% (n = 350,000). Potency, µM (highest dose often 77.5 µM), for the others: top-dose activity change, negative = displacement, usual class: inhibitors; further: potency means the concentration at half of the fitted maximal effect; on the % scale 0 is the no-effect control and ±100 the full control effect; nearly all actives have a fitted effect of over 20% in size
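10 uM apoferritin + 50% sat. 1-AMA, PBS; cpd 10 min RT; Ex380/Em535 endpoint; normalized to free probe vs complex; 4-param Hill fit; propofol titration as pos. ctrl.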
TRHR ag – activates the human TRH receptor; TRHR cells, calcium flux fluo-8, FDSS agonist mode; activation, % at 2 µM; actives 0.18% (n = 360,000); in the data active means activation above about 30%; further: 0% is about no effect
Target sequence (P34981 whole entry, looked up): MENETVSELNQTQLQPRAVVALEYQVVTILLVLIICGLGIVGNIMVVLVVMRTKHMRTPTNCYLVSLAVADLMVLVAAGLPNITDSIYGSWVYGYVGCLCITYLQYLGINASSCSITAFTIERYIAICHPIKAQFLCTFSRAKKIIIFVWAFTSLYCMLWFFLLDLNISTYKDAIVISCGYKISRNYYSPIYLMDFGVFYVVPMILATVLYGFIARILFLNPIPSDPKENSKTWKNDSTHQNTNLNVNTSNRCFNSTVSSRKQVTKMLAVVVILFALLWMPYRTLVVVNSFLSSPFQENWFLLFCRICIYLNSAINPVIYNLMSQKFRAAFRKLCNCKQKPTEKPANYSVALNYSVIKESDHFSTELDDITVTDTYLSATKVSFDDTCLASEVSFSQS
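Agonist-mode FDSS calcium read (Ex 480/Em 530, 1 s cycles) in 1536-well TRHR cells with fluo-8 dye, after 10-cycle baseline and 23 nL compound addition; TRH at EC20 (10 nM final) added afterwards for the enhancer phase.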
POLB inh – DNA polymerase beta (human) inhibition | P06746 | Pol beta primer extension/strand displacement, fluorescence kinetic | Potency, µM (series often up to 114 µM), inactives show at the top dose activity change, negative = inhibition, actives largely listed as inhibitors | actives 1.3% (n = 340,000) | AID 485314; further: potency means the concentration at half of the fitted maximal effect; on the % scale 0 is the no-effect control and ±100 the full control effect
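Kinetic readout of DNA synthesis with strand displacement by Pol beta. Compound and 10 nM enzyme sit 15 min at room temperature; 50 nM substrate starts the reaction, read immediately and at 10 min.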
BLM inh – blocks DNA unwinding by human BLM helicase; Potency, µM (top dose mostly 56.1 µM), without a hit: top-dose activity change, negative = inhibition, most hits filed as inhibitors; recombinant BLM DNA unwinding, fluorescence dequenching; actives 0.2% (n = 350,000);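 further: potency means the concentration at half of the fitted maximal effect; plate controls were vehicle for no effect and no enzyme for full effect; nearly all actives have a fitted effect of over 35% in size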
ERG-DNA inh – blocks human ERG Ets domain binding to DNA. fluorescence polarization, His-ERG Ets domain / labelled DNA. AID 624246. P11308. actives 0.028% (n = 370,000). Potency, µM (top dose mostly 76.9 µM), for inactives: top-dose FP activity, negative = inhibition, hits mostly inhibitors; active means well fitted inhibition curve with a large enough effect in the polarisation, with a control signal flat; inconclusive means small, poorly fitted or top-dose-only effect, or effect the other way, or a change in a side signal; inactive means no such curve, though single readings can be large or run the other way; the % refers to the polarisation;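 further: polarization taken with two DNA probes labelled with fluorescein and Texas red; potency means the concentration at half of the fitted maximal effect; % of control where 0% means no effect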
Target sequence (P11308 whole entry, looked up, the tested form may be a part): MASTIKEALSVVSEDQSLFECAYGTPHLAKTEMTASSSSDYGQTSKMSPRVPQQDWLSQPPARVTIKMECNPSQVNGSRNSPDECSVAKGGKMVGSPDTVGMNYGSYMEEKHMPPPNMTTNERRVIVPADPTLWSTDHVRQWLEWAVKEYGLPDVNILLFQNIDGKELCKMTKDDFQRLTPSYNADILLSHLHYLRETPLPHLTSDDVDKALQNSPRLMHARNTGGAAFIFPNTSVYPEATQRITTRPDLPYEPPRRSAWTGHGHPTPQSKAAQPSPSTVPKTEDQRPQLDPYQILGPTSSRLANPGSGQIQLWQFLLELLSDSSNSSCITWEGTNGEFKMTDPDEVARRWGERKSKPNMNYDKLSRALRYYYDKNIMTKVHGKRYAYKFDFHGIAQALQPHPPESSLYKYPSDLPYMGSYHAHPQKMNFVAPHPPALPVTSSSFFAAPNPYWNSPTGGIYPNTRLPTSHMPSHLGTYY
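His-tagged ERG Ets domain (1 uM in the protein solution; 300mM KCl, 50mM Tris-HCl, 1mM EDTA, 1mM DTT, pH 7.5) received compound, then a probe mix of 5 nM fluorescein-DNA and 100nM Texas-615-DNA. Fluorescence polarization was read for both dyes.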
* = called active by the depositor; ? = inconclusive; · = not tested or not shown; & = joins results of further samples; [ ] = another dose, or the depositor's remark. Unless noted, the call rests on the fitted dose curve; in most records, active means well fitted curve in the direction sought with a large enough effect; inconclusive means small, poorly fitted or top-dose-only effect, or another doubt; inactive means no such curve, though single readings can be large; an effect the other way counts as inactive or inconclusive. An excerpt, so the mix of outcomes need not match the whole.

SMILES	Pol iota inh	Pol kappa inh	ALOX12 inh	APEX1 inh	Anesthetic bind	TRHR ag	POLB inh	BLM inh	ERG-DNA inh
C=CCNC(=O)c1ccc(N(CC=C)S(C)(=O)=O)cc1	11%	-12%	0%[57.4 µM]	-2%	-9%	0.2	-13%	5%	0%
CS(=O)(=O)N1CCCC(C(=O)NC2CCCCCCC2)C1 (stereo not drawn)	12%	-1%	9%[57.4 µM]	0%	4%	0.3	-12%	-1%	·
CCCNc1c(NC(=O)c2ccc3c(c2)OCO3)c(=O)oc2ccccc12	24%	-1%	21%&-6%	6%	-1%	0.7	-17%	-5%	10%
CC1=NN(Cc2ccccc2)C(=O)C1	3.2µM*	-17%	-1%	-10%	-3%	-0.6	43%	0%	5%
O=S(=O)(c1cc(Cl)ccc1Cl)N1CCN(Cc2ccc3c(c2)OCO3)CC1	18%	-7%	13%	0%	20%	1.2	1%	-10%	5%
Cc1ccc(NC(=O)c2ccc(NCCCN3CCOCC3)c([N+](=O)[O-])c2)cc1Cl	3%	-7%	-30%	8%	-4%	1.1	-3%	-3%	-5%
O=C(Nc1cccc(O)c1)C1CC(c2c(F)cccc2Cl)=NO1 (stereo not drawn)	-15%	-4%	-5%	30%	-14%	0.4	11%	-7%	-9%
COc1cccc(Oc2cn[nH]c2-c2ccc(OC)cc2O)c1	-1%	-13%	?	-4%	?	-1.9	-1%	-11%	0%
O=C(O)CSc1nnnn1-c1ccc2c(c1)OCCO2	3%	1%	-41%	1%	-4%	-0.1	0%	-1%	1%
Cc1cc(C)c(C)c(S(=O)(=O)N2CCNCC2)c1C	-16%	-6%	12%	?	-6%	0.8	16%	2%	5%
CCc1ccccc1NCC(=O)Nc1ccccc1C(=O)OC	0%	-7%	-7%	-4%	1%	-0.6	-2%[57.1 µM]	-2%	0%
COc1cc(OC)c(NC(=O)CCCn2nc(C)c3sc4ccccc4c3c2=O)cc1Cl	?	?	-5%	·	5%	1.5	16µM*	3%	0%
Cc1cc(C)cc(N(CC(=O)N/N=C/c2ccncc2)S(=O)(=O)c2ccccc2)c1	1%	-25%	-18%	17%	-7%	-0.6	3%	-3%	-10%
Cc1ccc(-n2nc3c(c2NC(=O)c2ccc4c(c2)OCO4)CS(=O)C3)c(C)c1 (stereo not drawn)	25%	-3%	-5%	4%	·	0.0	·	·	10%
N#CCC(=O)Nc1ccc(C(F)(F)F)cc1N1CCOCC1	12%	-2%	-1%	?	-10%	-0.2	-22%	-13%	0%
COc1ccc(/C=C(/NC(=O)c2ccco2)C(=O)Nc2ccc(C(C)=O)cc2)cc1	33%[activator]	2%	-7%	-3%	3%	0.5	21%	2%	-4%
COc1ccc(-n2cccc2/C=C/[N+](=O)[O-])cc1	?	-12%	?	-3%	-13%	0.4	-3%	-8%	-9%
O=C(O)[C@@H]1CCCN1c1ncnc2sc3c(c12)CCC3	13%	-5%	2%	-1%	-12%	0.1	-28%	1%	15%
Cc1nn2c(=O)cc(COc3ccc(/C=C(\C#N)C(=O)Nc4ccccc4C)cc3)nc2s1	20µM*	?	-6%	·	34%[activator]	-1.4	?	-18%	5%
COc1ccc(CN(C)C(C)C(=O)Nc2ccc(S(=O)(=O)N3CCCCC3)cc2)cc1F (stereo not drawn)	-8%	-8%	?	4%	·	0.8	·	·	0%
O=C(Nc1ccc(N2CCN(C(=O)c3cccs3)CC2)cc1)c1ccc([N+](=O)[O-])o1	·	·	77%[activator]	28%	-21%	-0.6	-12%	-5%	·
CCN1CCN(C(=O)Cn2cnc3sc(C)c(S(=O)(=O)N4CCN(c5ncccn5)CC4)c3c2=O)CC1	35%[activator]	-5%	-7%	2%	-4%	0.3	-2%	5%	1%
CCN1C(=O)[C@H]2[C@@H](c3ccc(C)cc3)N3C(=O)N(c4ccc(C(F)(F)F)cc4)C(=O)[C@@]3(Cc3ccccc3)[C@H]2C1=O	9%	-8%	-27%	7%	-22%	1.4	4%	-1%	3%
COc1ccccc1CN(C)c1ccc(S(=O)(=O)N2CCN(C)CC2)cn1	26%	7%	-11%	3%	·	-0.2	·	·	-8%
CCCSc1ncc(Cl)c(C(=O)Nc2sc(C(C)=O)c(C)c2C(=O)OCC)n1	9%	-8%	0%	·	67%[activator]	0.2	0%	0%	-2%
CCOC(=O)CN1C(=O)C(Sc2n[nH]c(-c3cccc(C)c3)n2)CCc2ccccc21 (stereo not drawn)	21%	0%	14%	-7%	4%	0.2	-8%	-12%	3%
CC1(C)CC(NC(=O)c2ccc(Cl)cc2Cl)CC(C)(C)N1	28%	6%	4%	10%	0%	0.1	-18%	-3%	-2%
COc1cccc(CNC(=O)CCCN2C(=O)CSc3c2c(C)nn3-c2ccccc2)c1OC	0%	0%	?	·	-16%	-0.6	-1%	-1%	6%
CCCn1c(=O)c(Cc2ccccc2)c(O)c2ccccc21	5%	-10%	0%	-3%	-8%	-3.0	32%[activator]	-3%	1%
CC(C)Oc1ccc(CNC(=O)c2ccc3c(c2)N(C)C(=O)C2CCCCN32)cc1 (stereo not drawn)	-5%	-7%[60.1 µM]	-29%	·	52%[activator]	-1.3	13%	-3%	-1%
O=C1C2CCCN2C(=S)N1c1ccc(Cl)cc1 (stereo not drawn)	24%	-8%	?	4%[12.4 µM]	6%	-0.1	3%	1%	-16%
COc1cc(C2c3cc(O)c(OC)cc3CC(C(=O)O)C2CO)ccc1O (stereo not drawn)	30%	-4%	-12%	·	·	·	·	·	-3%
O=C(CCNS(=O)(=O)c1ccc(Br)s1)N1CCCCC1	10%	-3%	57%[activator]	4%	-4%	-0.1	21%	1%	-5%
CC1CCCN(C(=O)COC(=O)c2ccc(=O)n(Cc3ccccc3)n2)C1 (stereo not drawn)	19%	-14%	-15%	-15%	·	0.6	·	·	-7%
CCOC(=O)C1CCCN(C(=O)Cc2ccc(Cl)cc2)C1 (stereo not drawn)	14%	1%	-5%	5%	?	0.0	?	-2%	7%
CN1/C(=C\C(=O)c2cncc(Br)c2)C(C)(C)c2ccccc21	-1%	-12%	-28%	0%	-14%	0.9	-7%	-9%	13%
CCN(CC)C(=O)CCc1nnc(Cc2cccc(C(F)(F)F)c2)o1	116%[activator]	-7%	2%	6%	-10%	0.2	2%	-10%	10%
Cc1ccc(/C(O)=C2/C(=O)C(=O)N(Cc3cccnc3)C2c2ccccn2)cc1 (stereo not drawn)	67%[activator]	-5%	?	-2%	-9%	0.4	-22%	-3%	4%
CC1CCN(C(=O)c2nc[nH]c2C(=O)N2CCc3ccccc3C2)CC1	41%[activator]	7%	-7%	16%	·	-0.4	·	·	2%
COc1ccc(N2CCN(C(=O)CSc3ncccc3-c3nc4ccccc4[nH]3)CC2)cc1	?	-11%	?	-1%	-17%	-0.5	21%	-1%	4%
O=C(c1ncc[nH]1)c1cccs1	57%[activator]	0%	?	-1%	-2%	0.6	-17%	0%	10%
c1ccc(-c2noc(-c3cccnc3)n2)cc1	0%	-3%	6%	5%	-14%	-0.3	15%	2%	·
CC(=O)Nc1c(-c2ccc3ccccc3c2)nc2ccccn12	5%	-8%	1%	18%	-7%	0.1	21%	-2%	-9%

No new results follow: entries from further up.
SMILES	Pol iota inh	Pol kappa inh	ALOX12 inh	APEX1 inh	Anesthetic bind	TRHR ag	POLB inh	BLM inh	ERG-DNA inh
CCN(CC)C(=O)CCc1nnc(Cc2cccc(C(F)(F)F)c2)o1	116%[activator]	-7%	2%	6%	-10%	0.2	2%	-10%	10%
Cc1ccc(/C(O)=C2/C(=O)C(=O)N(Cc3cccnc3)C2c2ccccn2)cc1 (stereo not drawn)	67%[activator]	-5%	?	-2%	-9%	0.4	-22%	-3%	4%
CC1CCN(C(=O)c2nc[nH]c2C(=O)N2CCc3ccccc3C2)CC1	41%[activator]	7%	-7%	16%	·	-0.4	·	·	2%
COc1ccc(N2CCN(C(=O)CSc3ncccc3-c3nc4ccccc4[nH]3)CC2)cc1	?	-11%	?	-1%	-17%	-0.5	21%	-1%	4%
O=C(c1ncc[nH]1)c1cccs1	57%[activator]	0%	?	-1%	-2%	0.6	-17%	0%	10%
c1ccc(-c2noc(-c3cccnc3)n2)cc1	0%	-3%	6%	5%	-14%	-0.3	15%	2%	·
CC(=O)Nc1c(-c2ccc3ccccc3c2)nc2ccccn12	5%	-8%	1%	18%	-7%	0.1	21%	-2%	-9%
